Screens (PubChem)
HSP90 inh – inhibitors of HSP90 luciferase refolding in rabbit reticulocyte lysate; inhibition, % at 5.6 µM; 0.91% of 290,000 active; luciferase refolding luminescence, 3 h; AID 1789;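 active = inhibition above the screen-wide mean plus 3 SD, computed separately per campaign, cut at about 16% in these data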;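 also: 0% = DMSO wells and 100% = 60 µM geldanamycin wells; inhibitors lower the luminescence because luciferase stays unfolded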
HIF act – HIF pathway transcriptional activation; U2OS HRE-luciferase reporter, luminescence; normalized: DMSO 0%, desferrioxamine 100%; activation, % at 7.5 µM (by protocol); 0.32% of 300,000 active; AID 1910;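 active = mean activation of at least 10% of the iron chelator positive control signal, with at least half of replicates also reaching 10%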
HSF1 activator – increases HSF-1 driven luciferase reporter signal | NIH3T3-HGL HSF-1 luciferase reporter, MG132, 8 h; 100% = twice DMSO control signal | activation, % at 9 µM | 1.7% of 300,000 active | AID 504408;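 active = mean replicate activation of at least 50% with a set share of replicates each reaching 50%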;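 also: 0% = median of the neutral control wells and 100% = twice that signal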
Platelet DG rel – platelet dense granule release activity; 0.22% of 300,000 active; human platelet-rich plasma, SFLLRN dense granule ATP release, luminescence; inhibition, %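 (compounds screened at 7.5 µM in platelet-rich plasma)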;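 active = mean replicate score, as percent of positive control, at or above 50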
aSyn 5UTR inh – MLPCN primary screen, SNCA 5' untranslated region; alpha-synuclein 5'UTR reporter, inhibitor activity; inhibition, % (tested at 7.5 µM); 0.82% of 300,000 active; AID 1813; in the data active = inhibition above about 60%;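 also: H4 neuroglioblastoma cells stably carrying SNCA 5'UTR luciferase fusion; 0% = DMSO wells and 100% = positive control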
IEC-6 cytotox – kills IEC-6 intestinal cells in KLF5 counter-screen | IEC-6 cytotoxicity, luminescence viability | inhibition, % at 5 µM | 0.78% of 290,000 active; in the data active = inhibition above about 22%;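 also: 0% = plate median of test compound wells and 100% = cytotoxic reference compound wells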
HDAC3 inhib – human HDAC3 inhibition; AID 2718; O15379; 0.15% of 320,000 active; recombinant HDAC3, fluorogenic peptide/trypsin coupled, fluorescence; inhibition, % at 8.3 µM; in the data active = inhibition above about 26%, passing the limit was not always enough
Target sequence (O15379 whole entry, looked up): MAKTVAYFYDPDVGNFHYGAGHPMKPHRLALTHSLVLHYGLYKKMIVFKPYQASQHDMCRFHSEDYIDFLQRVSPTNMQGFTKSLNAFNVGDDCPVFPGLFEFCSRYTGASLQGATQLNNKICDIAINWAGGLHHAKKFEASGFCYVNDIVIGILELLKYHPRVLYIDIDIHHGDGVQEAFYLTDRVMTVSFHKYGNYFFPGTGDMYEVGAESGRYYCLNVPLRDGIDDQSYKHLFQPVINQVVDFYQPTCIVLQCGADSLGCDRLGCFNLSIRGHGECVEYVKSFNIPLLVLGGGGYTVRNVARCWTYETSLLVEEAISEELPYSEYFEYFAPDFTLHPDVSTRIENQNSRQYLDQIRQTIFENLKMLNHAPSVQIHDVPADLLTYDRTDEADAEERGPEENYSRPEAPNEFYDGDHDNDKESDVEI
KLF5 inhibitor – inhibitors of KLF5 expression | DLD-1 KLF5 promoter-luciferase reporter, luminescence | inhibition, % at 5 µM | 0.23% of 290,000 active | AID 1700;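 active = inhibition above a per-plate limit of that plate's mean compound inhibition plus 3 SD, cut at about 60% in these data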;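 also: 0% = DMSO wells and 100% = LY294002 at 200 µM; higher means less KLF5 promoter-driven luciferase light; inactives centre near -14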
AI-2 QS mod – Vibrio harveyi AI-2 quorum sensing modulation | Vibrio harveyi JMH597 AI-2 luminescence/OD600 ratio, 9 h; stronger effect = lower value; strain lacks LuxN and CqsS sensors; 0 = neutral-control median | activity change, % at 7.5 µM | 0.4% of 300,000 active | AID 2094; in the data active = activity change below about -75%, passing the limit was not always enough;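 also: luminescence divided by OD600 gain over 9 h not by final OD600 alone; inactives centre near 13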
HSF1 inh – HSF1 inhibition | NIH3T3-HGL HSE-luciferase, MG132-induced, luminescence 8 h; stronger effect = lower value | activity change, negative = inhibition, % at 7.5 µM (by protocol) | 0.77% of 300,000 active | AID 2098;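 active = more than half of replicate wells show activity change below -50%, luminescence cut by over half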;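 also: luciferase reports HSF-1 transcriptional activity via heat shock element; 0% = median of DMSO wells and -100% = zero luminescence signal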
An asterisk follows results filed as active; x = no result given.

SMILES | HSP90 inh | HIF act | HSF1 activator | Platelet DG rel | aSyn 5UTR inh | IEC-6 cytotox | HDAC3 inhib | KLF5 inhibitor | AI-2 QS mod | HSF1 inh
Cc1cccc(N2CCC(NCc3c(C(=O)N4CCCCC4)nc4c(C)cccn34)CC2)c1 | -4 | -0.3 | 6 | -2 | -14 | -2 | -7 | -14 | 1 | 0
CC1CN(CC(=O)NCc2ccccc2)CC(C)O1 (stereo not drawn) | -4 | -0.4 | 12 | 2 | 6 | 4 | 0 | -33 | 1 | -2
Cc1nn(C)cc1CNC(=O)C1C2CCC(O2)C1C(=O)O (stereo not drawn) | -1 | -0.1 | -3 | -4 | 19 | 2 | 5 | -50 | 9 | 0
O=C(NCc1cccnc1)C1CC(=O)N(CCc2ccccc2)C1 (stereo not drawn) | 2 | 0.0 | 6 | -21 | -16 | 2 | 5 | -1 | -1 | 3
CC(C)Oc1c(Br)cc(Br)cc1/C=N/NC(N)=S | -1 | -0.6 | 4 | 11 | 30 | 0 | 12 | -24 | 18 | 0
CCOc1ccc(N=Nc2c(=O)[nH]n3c(C)cc(C)nc23)cc1 | 2 | -0.3 | -9 | 2 | 8 | -4 | 2 | 2 | 20 | 2
Cc1cccc(NC2=C(NCCO)C(=O)c3ccccc3C2=O)c1 | 2 | 2.6 | 50 | -11 | -14 | 10 | -3 | -18 | 37 | 27
CCN(c1ccccc1)S(=O)(=O)c1cc2c(cc1C)N(C)CCO2 | 2 | -0.3 | 42 | -1 | 14 | 6 | -1 | 4 | 13 | 13
Cn1c([N+](=O)[O-])cnc1N1CCN(c2nncs2)C1=O | 0 | 1.1 | 10 | 16 | 4 | 3 | 7 | -25 | -23 | -5
COc1cccc(C2=NN(C(=O)c3cccs3)C(O)(C(F)(F)F)C2)c1 (stereo not drawn) | 2 | -0.6 | 7 | 4 | 11 | 7 | 3 | -19 | 17 | 3
CCS(=O)(=O)N1CCC(C(=O)Oc2ccc(C(=O)OC)cc2)CC1 | -2 | 0.0 | 17 | 11 | -10 | 11 | 4 | -12 | x | -2
CCOC(=O)N1CCC(NC(=O)c2cc(C(=O)Nc3ccc(F)cc3F)ccc2CO)CC1 | 1 | -0.3 | 1 | -1 | -2 | 0 | 2 | -2 | 17 | -1
c1ccc2c(c1)[nH]c1ccncc12 | x | -0.7 | 12 | 2 | 0 | x | -7 | x | 21 | -4
CCOCCCn1c(=S)[nH]c2ncccc2c1=O | -2 | -1.1 | -14 | 4 | 14 | -5 | 4 | -31 | 89 | -3
Cc1noc(C)c1CSc1nc2ccccc2nc1NS(=O)(=O)c1ccc(Cl)cc1 | -7 | -0.4 | 11 | -6 | 15 | 3 | 3 | -10 | 7 | 3
COc1ccc(C(=O)/C=C/c2cccc(OCc3ccccc3)c2)cc1CSCC(=O)O | 0 | 0.4 | 23 | -17 | -46 | -6 | 10 | -8 | 8 | 13
CN1CCc2ccc(NC(=O)c3ccc(C(F)(F)F)cc3)cc2C1 | -4 | -18 | 25 | 5 | -59 | -10 | 4 | -31 | 12 | 0
COc1ccc(CCN2CC(C(=O)N(C)C3CCOCC3)CCC2=O)cc1 (stereo not drawn) | 4 | -0.5 | -18 | 7 | -26 | 0 | -1 | -13 | 7 | 0
N#Cc1ccncc1Sc1ccc(Cl)cc1 | -1 | -1.0 | -15 | 2 | 20 | 0 | 2 | -5 | -1 | -12
Cc1nc2scc(-c3ccccc3)c2c(=O)n1N | 1 | -0.1 | -6 | 0 | 2 | 1 | -8 | -7 | 5 | -3
COC(=O)Cn1c(=NC(=O)c2nc3ccccc3s2)sc2cc(S(N)(=O)=O)ccc21 | 1 | -0.1 | 45 | -1 | 0 | 9 | 6 | 12 | 11 | 20
COc1ccc(C(=O)NC(=S)NCc2cccnc2)cc1Br | -1 | -0.1 | 9 | 2 | -8 | 4 | 3 | -5 | 18 | 6
O=c1ccc(-c2ccc(S(=O)(=O)Nc3cccc(F)c3)o2)n[nH]1 | 4 | 0.1 | -20 | -13 | 11 | 2 | -5 | -21 | 12 | 0
CC(Oc1ccc(-c2ccccc2)cc1)C(=O)N1CCOCC1 (stereo not drawn) | -1 | 1.0 | 16 | -7 | -10 | 3 | -6 | -1 | -1 | 1
COC(=O)C1=C(C)NC(C)=C(C(=O)OC)C1c1ccc2ccccc2n1 | 2 | 5.4 | 11 | -4 | 3 | -4 | -3 | -27 | -4 | 2

(listing goes on)
SMILES | HSP90 inh | HIF act | HSF1 activator | Platelet DG rel | aSyn 5UTR inh | IEC-6 cytotox | HDAC3 inhib | KLF5 inhibitor | AI-2 QS mod | HSF1 inh
O=C(N/N=C/c1ccccc1Cl)c1[nH]c2ccc(Br)cc2c1-c1ccccc1 | 5 | 0.1 | -17 | 0 | 71* | 56* | 17 | 13 | 4 | -5
COc1ccc(OC)c(NC(=O)CN2C(=O)COc3ccc(C)cc32)c1 | 4 | -0.3 | 2 | -4 | -4 | 10 | -6 | 2 | 12 | 5
CCSc1nnc([C@@H](NC(=O)OC(C)(C)C)C(C)C)o1 | 1 | 0.2 | -9 | 2 | -10 | 1 | -1 | -16 | 19 | 0
O=C(NN1C(=O)c2cc(Br)ccc2NC1c1ccccc1Cl)c1ccncc1 (stereo not drawn) | 1 | 0.4 | -1 | 10 | -3 | 15 | 0 | -14 | 4 | 4
CCn1c(O)c(C=Nc2ccccc2)oc1=S | 5 | 0.2 | -72 | -2 | -50 | 0 | 4 | -29 | 4 | -67*
COCCN(C(=S)Nc1ccccc1OC)C1CCN(C(C)C)CC1 | 1 | 0.2 | -3 | -2 | 13 | -1 | -1 | -4 | 21 | 5
N#CCN1C(=O)C(=O)N(Cc2cccc(C(F)(F)F)c2)C1=O | 4 | -1.3 | 3 | 4 | -6 | 5 | 12 | -12 | 2 | 2
COc1ccc(-n2nc(C(=O)NCC(=O)N3CCCC(C)C3)c3ccccc3c2=O)cc1Cl (stereo not drawn) | 4 | 0.8 | 15 | 4 | -38 | -2 | -2 | -31 | 30 | 6
O=C(CN1C(=O)CSC1=O)Nc1ccccc1F | 2 | -0.4 | -43 | -3 | -18 | 3 | 2 | -6 | -3 | -22
COc1cccc(-n2c(C)nc3c(cnn3-c3ccc(C)cc3)c2=O)c1 | -3 | 0.6 | -5 | 18 | 6 | 2 | 3 | -29 | 1 | -1
CCOC(=O)C1(CC)NC(c2ccc(OC)c(OC)c2)C2C(=O)N(c3cccc(C(C)=O)c3)C(=O)C21 (stereo not drawn) | -1 | -0.6 | -11 | 11 | 3 | 0 | -3 | -28 | 10 | -4
COc1ccc(-c2oc3cccnc3c2/C=C/c2ccc(OC)c(OC)c2)cc1 | -2 | 2.0 | 5 | 4 | 12 | -2 | -2 | -12 | 16 | 24
Cc1ccc(CNC(=O)C2CCCN(c3ncnc4c3nc3n4CCCCC3)C2)cc1 (stereo not drawn) | 0 | 0.0 | -3 | 3 | 18 | 2 | 0 | -9 | 14 | 5
CN1C(=O)c2ccc(C(=O)NCc3ccccn3)cc2C1=O | 0 | 0.2 | 3 | -12 | 0 | -1 | 1 | -8 | 11 | 0
COc1ccccc1N1CCN(/N=C\c2cccnc2)CC1 | -2 | 0.7 | -8 | 8 | -15 | -3 | -1 | -2 | 25 | 1
O=[N+]([O-])c1cccc(Nc2c3ccccc3nc3ccccc23)c1 | 3 | 2.6 | 3 | -4 | -124 | -1 | -58 | -18 | 2 | 4
O=C(NNc1nc2c(F)cccc2s1)c1cc(=O)c2ccccc2o1 | 1 | 0.6 | 23 | 2 | -43 | 8 | 1 | -11 | 10 | 7
Cc1c(NC(=O)CSCc2ccc(Cl)cc2Cl)cccc1C(=O)O | 4 | 3.2 | 11 | -13 | -16 | 3 | 0 | -33 | -2 | 0
O=C(Nc1cccc(NC(=O)c2ccc3c(c2)OCO3)c1)c1ccccc1 | -1 | 0.9 | 15 | 15 | -17 | 9 | -8 | -25 | 0 | -3
CCCCC1CCC(C(=O)Nc2ccc(S(=O)(=O)Nc3nccs3)cc2)CC1 (stereo not drawn) | 3 | -0.9 | -2 | 6 | 1 | 2 | -3 | -22 | 20 | -8
CS(=O)(=O)N1CCC(c2noc(-c3ccc(C(F)(F)F)cc3)n2)CC1 | 0 | 0.3 | 2 | -2 | 2 | 3 | -1 | 6 | -1 | 7
Clc1ccc(CSc2nnc(-c3cccnc3)o2)cc1 | -3 | 0.9 | 13 | 4 | -18 | 1 | 0 | -1 | -93* | 6
CCOCCCn1c(=S)[nH]c2cc(C(=O)N3CCC(C(N)=O)CC3)ccc2c1=O | 2 | -0.3 | -9 | -3 | 19 | 7 | -6 | -32 | 9 | -3
CC(Sc1cccc[n+]1[O-])c1ccccc1 (stereo not drawn) | -1 | -19 | -29 | -4 | 9 | -9 | 0 | 10 | 3 | -23
COc1cccc(C(=O)SC2=NCCS2)c1 | -2 | 327* | -4 | -7 | 14 | -1 | 49* | -23 | 13 | -7

Other entries:
SMILES | HSP90 inh | HIF act | HSF1 activator | Platelet DG rel | aSyn 5UTR inh | IEC-6 cytotox | HDAC3 inhib | KLF5 inhibitor | AI-2 QS mod | HSF1 inh
CCc1cc2c(cc(C(=O)O)n2C)s1 | 1 | -0.3 | 8 | -8 | 7 | -5 | 4 | -9 | 63 | 4
O=C(NC1CCCc2c1cnn2-c1ccc(F)cc1F)c1ccccn1 (stereo not drawn) | 6 | -0.1 | x | -3 | 5 | 4 | -5 | -14 | 13 | x
CCOC(=O)CCc1c(C)c2ccc(OCC(=O)OC(C)C)cc2oc1=O | 1 | -0.1 | -6 | 1 | 7 | -1 | -38 | -1 | 22 | -2
COC(=O)CSc1nc(NCC(C)C)nc(N2CCOCC2)n1 | 4 | -0.4 | 24 | -1 | 23 | -2 | 0 | -25 | 9 | 5
COc1cc(/C=N/NC(=O)C(=O)/C=C2\NC(C)(C)Cc3ccccc32)ccc1O | -3 | 0.4 | 16 | 0 | 7 | -9 | 4 | -11 | 1 | -3
CCOC(=O)c1sc(NC(=O)c2cccc(S(=O)(=O)N3CCN(C)CC3)c2)cc1C | -2 | 0.4 | 11 | 0 | -19 | 9 | 15 | -20 | 13 | 7
COc1ccc(CNC(=O)C(=O)NCC2OCCN2S(=O)(=O)c2ccccc2)cc1 (stereo not drawn) | 0 | -0.5 | -26 | -1 | 17 | -3 | -1 | -33 | 9 | -12
COc1ccc(-c2nnc(SCC(=O)c3cccs3)n2-c2ccc(Cl)cc2)cc1 | -1 | 0.2 | -7 | -13 | 0 | -3 | 3 | -28 | 16 | -10
CCCNC(=O)c1ccc(-c2nc3ccccc3s2)s1 | 22* | -1.1 | -10 | 12 | 79* | 2 | 6 | -19 | 32 | -11
Cc1cccc(N2CCN(C(=O)Cn3ccc4ccccc4c3=O)CC2)c1C | 1 | -2.6 | 14 | -4 | -11 | -9 | 5 | -11 | 2 | 1
O=[N+]([O-])c1cccc(S(=O)(=O)Nc2ccc(-c3ccc(N4CCCC4)nn3)cc2)c1 | x | 1.0 | 8 | -4 | -19 | x | -1 | x | 30 | 9

In another format: results already given.
The line under a structure holds: HSP90 inh	HIF act	HSF1 activator	Platelet DG rel	aSyn 5UTR inh	IEC-6 cytotox	HDAC3 inhib	KLF5 inhibitor	AI-2 QS mod	HSF1 inh
> Cc1noc(C)c1CSc1nc2ccccc2nc1NS(=O)(=O)c1ccc(Cl)cc1
→ -7	-0.4	11	-6	15	3	3	-10	7	3
> O=C(NC1CCCc2c1cnn2-c1ccc(F)cc1F)c1ccccn1 (stereo not drawn)
→ 6	-0.1	x	-3	5	4	-5	-14	13	x
> CCCCC1CCC(C(=O)Nc2ccc(S(=O)(=O)Nc3nccs3)cc2)CC1 (stereo not drawn)
→ 3	-0.9	-2	6	1	2	-3	-22	20	-8
> c1ccc2c(c1)[nH]c1ccncc12
→ x	-0.7	12	2	0	x	-7	x	21	-4
